TNF necrop inh = TNF-alpha cell death inhibition in Jurkat FADD-/- cells; Jurkat FADD-/- TNF necroptosis rescue, ATP luminescence, 24 h; 0 = TNF only, 100 = no-TNF cells; activation (protection from cell death), % at 10 µM; hit rate 0.068% among 220,000; AID 463075;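 active = activation, meaning protection from cell death, of at least 50% relative to plate controls; inactive = activation below 50%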;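 note: necroptosis triggered by 40 ng/mL TNF-alpha added together with compound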
CHOP inhibitor = blocks CHOP induction under ER stress. CHO-K1 CHOP-promoter luciferase, tunicamycin-induced, 15-18 h. AID 2732. inhibition, % at 10 µM. hit rate 3.8% among 220,000;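 active = compounds that reduced the stress-induced luciferase reporter signal by more than about 70% of percent inhibition, limit read from the data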;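 note: 0% = tunicamycin plus vehicle and 100% = wells without tunicamycin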
Runt-SMMHC FRET = Runt domain-CBFb-SMMHC interaction inhibition. Cerulean-Runt/Venus-CBFb-SMMHC FRET ratio 530/480, 1 h. inhibition, % at 20 µM. AID 1434. hit rate 0.74% among 220,000. Q01196+Q13951;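 active = mean inhibition across duplicate retests at 20 µM reaching about 50%, limit read from the data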;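 note: 0% = DMSO wells and 100% = wells with excess untagged CBFb-SMMHC; inhibitors lower the FRET ratio by blocking Runt binding to CBFb-SMMHC; some results filed as inactive read as strong as hits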
p47phox inh = p47phox (human) inhibition; p47phox/p22phox peptide binding, fluorescence polarization, 2 h; inhibition, % at 24.7 µM; hit rate 0.53% among 220,000;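 active = inhibition above about 30%, limit read from the data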;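 note: 0% = p47phox with labelled peptide and 100% = labelled peptide alone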
Target sequence (P14598 whole entry, looked up): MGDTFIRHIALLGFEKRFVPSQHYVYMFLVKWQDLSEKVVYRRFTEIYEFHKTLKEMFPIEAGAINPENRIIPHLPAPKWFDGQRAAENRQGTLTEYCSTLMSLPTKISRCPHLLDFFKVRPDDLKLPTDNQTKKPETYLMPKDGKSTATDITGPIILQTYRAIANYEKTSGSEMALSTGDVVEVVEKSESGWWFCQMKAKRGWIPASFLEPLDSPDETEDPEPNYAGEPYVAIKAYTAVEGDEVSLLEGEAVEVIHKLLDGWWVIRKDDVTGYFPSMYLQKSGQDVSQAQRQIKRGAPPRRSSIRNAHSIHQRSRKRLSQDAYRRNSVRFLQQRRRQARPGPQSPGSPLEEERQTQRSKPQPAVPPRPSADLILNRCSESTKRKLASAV
Mdm2 ligase inh = Mdm2 E3 ligase (human) inhibition. Q00987. cell-based MDM2 ubiquitination luciferase reporter, 2 h; 0 = plate control, 100 = twice control, blank-subtracted. signal enhancement, % at 5 µM. hit rate 0.11% among 210,000. AID 1230;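 active = signal enhancement of 30% or more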;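 note: luminescence tracks abundance of the self-degrading MDM2-luciferase fusion protein; higher signal means inhibition of MDM2 E3 ligase activity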
Target sequence (Q00987 whole entry, looked up, the tested form may be a part): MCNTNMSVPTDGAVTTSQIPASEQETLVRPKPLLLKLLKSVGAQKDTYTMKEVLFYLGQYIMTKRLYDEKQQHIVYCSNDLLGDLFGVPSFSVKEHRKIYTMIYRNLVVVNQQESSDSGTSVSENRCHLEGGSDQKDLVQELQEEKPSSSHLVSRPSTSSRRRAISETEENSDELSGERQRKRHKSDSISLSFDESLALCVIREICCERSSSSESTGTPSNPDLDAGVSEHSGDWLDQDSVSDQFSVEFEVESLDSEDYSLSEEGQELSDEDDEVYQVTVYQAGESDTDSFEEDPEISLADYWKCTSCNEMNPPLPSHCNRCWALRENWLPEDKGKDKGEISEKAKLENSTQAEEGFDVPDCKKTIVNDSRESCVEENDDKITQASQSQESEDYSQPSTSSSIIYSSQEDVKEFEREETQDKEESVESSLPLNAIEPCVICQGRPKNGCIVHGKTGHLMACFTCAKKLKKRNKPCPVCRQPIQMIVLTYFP
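System: stable MDM2–luciferase fusion reporter cells / Input: 2000 cells seeded into each well / Schedule: 4 h settle plus 2 h compound, 37 °C / Compound: single-point 5 µM / Buffer or medium: cells held in DMEM / Benchmarks: control and blank well means / Evaluation: percent signal gain over controls, blank-subtracted / Measured by: luciferase luminescence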
PPC-1+TRAIL kill = kills PPC-1 cancer cells in the presence of TRAIL; PPC-1 cells + TRAIL, ATPLite viability luminescence; cell killing (% activity), % at 4 µM; hit rate 0.41% among 220,000; AID 1443;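 active = cell killing above 50% in the first pass at 4 µM, then a duplicate retest at 5 µM averaging 50% or more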;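 note: plate controls were cells with TRAIL plus DMSO for no effect and medium-only wells lacking cells for full effect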
EBV gp42 block = EBV gp42 inhibition; Fluorescence polarization binding assay, mP read-out; inhibition, % (tested at 21.74 µM); Q1HVG2; hit rate 0.42% among 220,000; AID 1085; in the data active = inhibition above about 50%
zfTRPN1 agonist = agonists of zebrafish TRPN1 channel; HEK293 zebrafish TRPN1-YFP, Fluo-8 calcium fluorescence; 100% = response to 87 µM carbachol; hit rate 0.18% among 220,000; activation, % at 3 µM; AID 1424;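 active = activation above its plate's cutoff, the mean activation of test wells on that plate plus 3 SD, cut at about 19% in these data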;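 note: 0% = DMSO alone and 100% = 87 µM carbachol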
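Material: zebrafish TRPN1-YFP in HEK293 cells. Doses: one dose of 3 µM, 0.3% DMSO. Incubation: dye 1 h 37 °C plus 30 min RT. Measured by: intracellular calcium fluorescence with Fluo-8.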
TRPML3 ag = agonists of human TRPML3 channel | Q8TDD5 | hit rate 0.29% among 220,000 | AID 1448 | activation, % at 3 µM | HEK293 TRPML3-YFP, Fluo-8 calcium fluorescence; 100% = the carbachol control signal;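 active = activation above its plate's cutoff, the mean activation of the plate's test wells plus 3 SD, cut at about 12% in these data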;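 note: 0% = DMSO only wells and 100% = carbachol wells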
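system = HEK293 cells stably carrying human TRPML3-YFP | doses = one concentration, 3 µM nominal, 0.3% DMSO | timing = dye loading 1 h 37 °C then 30 min ambient, 125 s read | detection = Fluo-8 calcium dye fluorescence, ex 470-495, em 515-575 nm | benchmarks = high control carbachol 87 µM, low control DMSO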
Starred values were filed as active, the others as inactive. Rows were taken by chance; about 5.9% have a hit in one of these screens.

For CC(C)C(=O)Nc1cccnc1 the results were TNF necrop inh 0.7, CHOP inhibitor 6, Runt-SMMHC FRET 3, p47phox inh 9, PPC-1+TRAIL kill 4, EBV gp42 block -3, zfTRPN1 agonist 0.8 and TRPML3 ag 0.7.
`O=C(N/N=C/c1cccnc1)c1ccccc1NS(=O)(=O)c1cccs1` gave TNF necrop inh -0.8, CHOP inhibitor 10, Runt-SMMHC FRET 4, p47phox inh -4, Mdm2 ligase inh -10, PPC-1+TRAIL kill 20, EBV gp42 block 0, zfTRPN1 agonist -0.2 and TRPML3 ag 0.8.
For O=C(NC1CCC(O)CC1)c1ccc(S(=O)(=O)NCc2ccco2)cc1 (centres undefined) the results were TNF necrop inh -0.4, CHOP inhibitor -6, Runt-SMMHC FRET -7, p47phox inh -6, Mdm2 ligase inh 10, PPC-1+TRAIL kill 9, EBV gp42 block -6, zfTRPN1 agonist 0.3 and TRPML3 ag 0.3.
`Cc1cc(C[n+]2ccccc2)c2nsnc2c1` gave TNF necrop inh -0.5, CHOP inhibitor -34, Runt-SMMHC FRET -1, p47phox inh 7, Mdm2 ligase inh -17, PPC-1+TRAIL kill 16, EBV gp42 block 2, zfTRPN1 agonist 0.5 and TRPML3 ag 1.2.
Screening CCN(C(=O)COC(=O)c1c(-c2ccccc2)noc1C)C1CCS(=O)(=O)C1 (centres undefined) returned TNF necrop inh 0.6, CHOP inhibitor -1, Runt-SMMHC FRET 2, p47phox inh 1, Mdm2 ligase inh -4, PPC-1+TRAIL kill 48, EBV gp42 block -7, zfTRPN1 agonist -0.2 and TRPML3 ag -0.6.
Screening CN(C(=O)CCCN1C(=O)c2cccc3cccc(c23)C1=O)c1ccccc1 returned TNF necrop inh 1.1, CHOP inhibitor 13, Runt-SMMHC FRET -2, p47phox inh -6, Mdm2 ligase inh -3, PPC-1+TRAIL kill 23, EBV gp42 block -18, zfTRPN1 agonist -1.0 and TRPML3 ag -0.1.
For O=C(CSCc1c(Cl)cccc1Cl)NCc1ccccn1 the results were TNF necrop inh -0.5, CHOP inhibitor 31, Runt-SMMHC FRET 1, p47phox inh -3, Mdm2 ligase inh -5, PPC-1+TRAIL kill -4, EBV gp42 block -14, zfTRPN1 agonist 0.0 and TRPML3 ag 0.2.
For Clc1ccc2c(N/N=C/c3ccc(Br)cc3)ccnc2c1 the results were TNF necrop inh 2.8, CHOP inhibitor 103*, Runt-SMMHC FRET -5, p47phox inh 22, Mdm2 ligase inh -2, PPC-1+TRAIL kill 30, EBV gp42 block -30, zfTRPN1 agonist -0.2 and TRPML3 ag 1.1.
`COC(=O)C1(C(F)(F)F)N=C(N(C)C)OC(N(C)C)=N1` gave TNF necrop inh 0.1, CHOP inhibitor -6, Runt-SMMHC FRET 0, p47phox inh -6, Mdm2 ligase inh -12, PPC-1+TRAIL kill 7, EBV gp42 block -21, zfTRPN1 agonist 0.5 and TRPML3 ag 0.7.
For CC(NC(=O)CCn1c(=S)[nH]c2ccsc2c1=O)c1ccccc1 (centres undefined) the results were TNF necrop inh 1.0, CHOP inhibitor 14, Runt-SMMHC FRET 4, p47phox inh -4, Mdm2 ligase inh 1, PPC-1+TRAIL kill -5, EBV gp42 block -6, zfTRPN1 agonist 1.6 and TRPML3 ag 1.0.
Screening CCc1ccc(CNC(=O)CCc2nnc(CCc3ccc(OC)cc3)o2)nc1 returned TNF necrop inh -0.3, CHOP inhibitor -10, Runt-SMMHC FRET -1, p47phox inh -12, Mdm2 ligase inh -12, PPC-1+TRAIL kill 5, EBV gp42 block -23, zfTRPN1 agonist -0.2 and TRPML3 ag 0.1.
Screening CC(=O)NC1=NN(C(C)=O)C(c2ccccc2)S1 (centres undefined) returned TNF necrop inh -0.3, CHOP inhibitor 5, Runt-SMMHC FRET 1, p47phox inh -7, Mdm2 ligase inh -6, PPC-1+TRAIL kill -14, EBV gp42 block -14, zfTRPN1 agonist 0.2 and TRPML3 ag 0.5.
For N=c1sccn1CC(=O)Nc1ccc2c(c1)CCC2 the results were TNF necrop inh 2.6, CHOP inhibitor 9, Runt-SMMHC FRET 4, p47phox inh -6, Mdm2 ligase inh -10, PPC-1+TRAIL kill 7, EBV gp42 block -25, zfTRPN1 agonist 1.2 and TRPML3 ag 1.2.
O=C(NCc1ccc(F)cc1)c1cnc(-c2ccccn2)nc1C(F)(F)F was read as TNF necrop inh -1.1, CHOP inhibitor 30, Runt-SMMHC FRET 1, p47phox inh -4, Mdm2 ligase inh -6, PPC-1+TRAIL kill -4, EBV gp42 block -11, zfTRPN1 agonist -0.9 and TRPML3 ag 0.7.
Screening COc1cc(S(=O)(=O)N2CCCCC2)ccc1NC(=O)Cc1ccccc1 returned TNF necrop inh 0.7, CHOP inhibitor 0, Runt-SMMHC FRET 1, p47phox inh -5, Mdm2 ligase inh -2, PPC-1+TRAIL kill 1, EBV gp42 block -19, zfTRPN1 agonist 1.1 and TRPML3 ag -0.1.

Molecules shown so far containing two or more sulfur atoms:
`O=C(N/N=C/c1cccnc1)c1ccccc1NS(=O)(=O)c1cccs1` gave TNF necrop inh -0.8, CHOP inhibitor 10, Runt-SMMHC FRET 4, p47phox inh -4, Mdm2 ligase inh -10, PPC-1+TRAIL kill 20, EBV gp42 block 0, zfTRPN1 agonist -0.2 and TRPML3 ag 0.8.
For CC(NC(=O)CCn1c(=S)[nH]c2ccsc2c1=O)c1ccccc1 (centres undefined) the results were TNF necrop inh 1.0, CHOP inhibitor 14, Runt-SMMHC FRET 4, p47phox inh -4, Mdm2 ligase inh 1, PPC-1+TRAIL kill -5, EBV gp42 block -6, zfTRPN1 agonist 1.6 and TRPML3 ag 1.0.

Next section.
Screening Cc1nc2ccccc2c2c1C(=O)N(C)C2=O returned TNF necrop inh -0.6, CHOP inhibitor 39, Runt-SMMHC FRET 4, p47phox inh -3, Mdm2 ligase inh -19, PPC-1+TRAIL kill 5, EBV gp42 block -5, zfTRPN1 agonist 0.3 and TRPML3 ag 1.1.
For COc1ccc(C(=O)N2CCN(c3ccccc3OC)CC2)cc1 the results were TNF necrop inh 2.3, CHOP inhibitor 1, Runt-SMMHC FRET 0, p47phox inh -1, Mdm2 ligase inh -8, PPC-1+TRAIL kill -12, EBV gp42 block 3, zfTRPN1 agonist -0.3 and TRPML3 ag 1.1.
Screening CCn1c(SCC(=O)N2CCc3ccccc3C2)nc2c1c(=O)n(C)c(=O)n2C returned TNF necrop inh 1.9, CHOP inhibitor -6, Runt-SMMHC FRET 2, p47phox inh -8, Mdm2 ligase inh -29, PPC-1+TRAIL kill -15, EBV gp42 block -9, zfTRPN1 agonist 1.0 and TRPML3 ag 0.2.
O=C(CN1CCN(c2ccccc2)CC1)Nc1ccc(-n2cnnn2)cc1 was read as TNF necrop inh 0.8, CHOP inhibitor 9, Runt-SMMHC FRET -5, p47phox inh -7, Mdm2 ligase inh -12, PPC-1+TRAIL kill 4, EBV gp42 block -2, zfTRPN1 agonist 2.2 and TRPML3 ag 0.8.
Screening NC(=O)COC(=O)c1cc(Cl)cc(Cl)c1N returned TNF necrop inh -1.3, CHOP inhibitor -19, Runt-SMMHC FRET 5, p47phox inh -3, Mdm2 ligase inh -5, PPC-1+TRAIL kill 5, EBV gp42 block -7, zfTRPN1 agonist 0.7 and TRPML3 ag 1.2.
For CCc1cccc(CC)c1NC(=S)N1CCn2cccc2C1c1cccnc1 (centres undefined) the results were TNF necrop inh 2.2, CHOP inhibitor 11, Runt-SMMHC FRET 4, p47phox inh -7, Mdm2 ligase inh -10, PPC-1+TRAIL kill 22, EBV gp42 block -16, zfTRPN1 agonist -0.1 and TRPML3 ag -0.6.
Cc1c(Nc2c3c(c(C#N)c4nc5ccccc5n24)CCC3)c(=O)n(-c2ccccc2)n1C was read as TNF necrop inh -0.9, CHOP inhibitor 29, Runt-SMMHC FRET 12, p47phox inh -6, Mdm2 ligase inh -14, PPC-1+TRAIL kill -16, EBV gp42 block -13, zfTRPN1 agonist 0.7 and TRPML3 ag 0.5.
`Cc1ccc(C(=O)C(C)OC(=O)c2ccccc2[N+](=O)[O-])cc1` (centres undefined) gave TNF necrop inh 0.9, CHOP inhibitor 11, Runt-SMMHC FRET -2, p47phox inh 11, Mdm2 ligase inh -11, PPC-1+TRAIL kill 19, EBV gp42 block 7, zfTRPN1 agonist -0.3 and TRPML3 ag -0.2.
For CC(=O)OCC(=O)c1ccc2ccn(C(C)=O)c2c1 the results were TNF necrop inh -1.1, CHOP inhibitor -6, Runt-SMMHC FRET 1, p47phox inh 4, Mdm2 ligase inh -13, PPC-1+TRAIL kill -20, EBV gp42 block -14, zfTRPN1 agonist 1.0 and TRPML3 ag 0.8.
For Cc1ccc(N2C(=O)N(CC(=O)NCc3ccc(Cl)cc3)C(=O)C2C)cc1 (centres undefined) the results were TNF necrop inh -4.3, CHOP inhibitor 50, Runt-SMMHC FRET 1, p47phox inh -6, Mdm2 ligase inh -6, PPC-1+TRAIL kill 21, EBV gp42 block 0, zfTRPN1 agonist 2.9 and TRPML3 ag 4.1.
For CN(CCC1CCCCO1)C(=O)CCc1nnc(C2CCCCC2)o1 (centres undefined) the results were TNF necrop inh 1.1, CHOP inhibitor 3, Runt-SMMHC FRET 2, p47phox inh 7, Mdm2 ligase inh 11, PPC-1+TRAIL kill 24, EBV gp42 block -22, zfTRPN1 agonist -0.9 and TRPML3 ag 0.8.
COc1ccc(C2c3ccc(O)cc3Oc3ncn4nc(-c5cccnc5)nc4c32)cc1OC (centres undefined) was read as TNF necrop inh -10, CHOP inhibitor 39, Runt-SMMHC FRET 18, p47phox inh -40, Mdm2 ligase inh -16, PPC-1+TRAIL kill 35, EBV gp42 block -10, zfTRPN1 agonist 2.9 and TRPML3 ag -0.5.
`Cc1n[nH]c(=O)nc1NCC1CCCO1` (centres undefined) gave TNF necrop inh -1.8, CHOP inhibitor 23, Runt-SMMHC FRET 14, p47phox inh -4, Mdm2 ligase inh -11, PPC-1+TRAIL kill 1, EBV gp42 block -16, zfTRPN1 agonist 1.4 and TRPML3 ag 0.6.
Screening Cc1nc(COc2cccc(Cl)c2)sc1C(=O)/C=C/N(C)C returned TNF necrop inh 0.1, CHOP inhibitor -1, Runt-SMMHC FRET -1, p47phox inh -15, Mdm2 ligase inh -1, PPC-1+TRAIL kill 12, EBV gp42 block -14, zfTRPN1 agonist -0.7 and TRPML3 ag -0.2.
For O=C(CSc1nccn1-c1ccccc1)NO the results were TNF necrop inh -1.3, CHOP inhibitor 23, Runt-SMMHC FRET 0, p47phox inh -5, Mdm2 ligase inh 4, PPC-1+TRAIL kill -4, EBV gp42 block 6, zfTRPN1 agonist -0.5 and TRPML3 ag 0.3.

Assay outcomes as filed in PubChem.
